Dicer inh: inhibitors of Dicer pre-microRNA processing, primary screen, biochemical, cat-ELCCA, chemiluminescence; Endoribonuclease Dicer (Homo sapiens), Q9UPY3; cat-ELCCA pre-miR-21 Dicer processing; stronger effect = higher value; z-score at 25 µM; 6% of 47,000 active; AID 1347074, 2019; in the data active means z-score above about 3, passing the limit was not always enough;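 further: plate controls were vehicle for no effect and no enzyme for full effect; higher signal means more uncleaved substrate so more Dicer inhibition; strong numbers were not always called active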
Starred values were filed as active, the others as inactive.

SMILES	Dicer inh
CN[C@H](CC(C)C)C(=O)N[C@H]1C(=O)N[C@@H](CC(N)=O)C(=O)N[C@H]2C(=O)N[C@H]3C(=O)N[C@H](C(=O)N[C@H](C(=O)O)c4cc(O)cc(O)c4-c4cc3ccc4O)[C@H](O)c3ccc(c(Cl)c3)Oc3cc2cc(c3O[C@@H]2OC(CO)[C@@H](O)[C@H](O)[C@H]2O[C@H]2C[C@](C)(N)[C@H](O)[C@H](C)O2)Oc2ccc(cc2Cl)[C@H]1O (stereo not given in full)	-0.63
COc1cc2ncnc(NCCO)c2cc1OC	-1.4
CCOC(=O)c1sc(CS(=O)(=O)c2ccccn2)nc1C	0.92
CCOc1cc(C2NC(C(=O)O)CS2)ccc1OCc1ccccc1F (stereo not given)	-0.39
O=C(N/N=C/c1c(Cl)cccc1Cl)N/N=C/c1c(Cl)cccc1Cl	0.38
CCOC(=O)/C(C#N)=C/Nc1cc(C(C)(C)C)sc1C(C)=O	0.35
Cn1ncc(Br)c1NC(=O)/C=C/C(=O)O	-0.54
O=C(c1cc2nc(-c3cccs3)cc(C(F)(F)F)n2n1)N1CCCC1	-0.17
CSc1sc(C(=O)NCC2CC2)c2c1S(=O)(=O)N(C)c1ccccc1-2	2.3
Cc1occc1-c1nnc2sc(-c3ccc(-c4ccc(Cl)cc4)o3)nn12	0.73
O=C(CCSc1nc(-c2ccco2)cc(C(F)(F)F)n1)NCc1cccnc1	2.2
O=[N+]([O-])c1c(Sc2cccs2)ncnc1Sc1cccs1	-7.1
COc1ccccc1N=C1SCC(=O)N1Cc1ccco1	4*
C=CCn1c(N)cc(=O)nc1SC(C)C(=O)Nc1ccccc1 (stereo not given)	-1.6
COCCNC(=O)c1cc2n(n1)C(C(F)(F)F)CC(c1ccco1)N2 (stereo not given)	-0.64
CCOC(=O)C(OC(=O)Nc1ccccc1)C(OC(=O)Nc1ccccc1)C(=O)OCC (stereo not given)	1.9
O=C(CSc1nc(-c2ccc(Cl)cc2)[nH]c(=O)n1)Nc1cccc(Cl)c1	-0.04
Cc1ccc2[nH]c(=O)cc(C(=O)OCC(=O)c3ccc(Br)cc3)c2c1	-0.05
N#Cc1cnn(-c2ccc(F)cc2)c1NC(=O)C1CCCCC1	-0.55
COc1ccc(OC)c(-n2c(-c3ccc(Cl)cc3)cn3c4c(=O)n(C)c(=O)n(C)c4nc23)c1	2.5
CNC(=O)c1cccc2c1-c1ccccc1C2=O	-0.85
O=c1sc2ccccc2c(Nc2ccccc2)c1[N+](=O)[O-]	3.6*
Cn1c(SCC(=O)c2ccc(C#N)cc2)nnc1-c1ccc2ccccc2c1	-1.7
CC(C)CNC(=O)c1cc2n(n1)C(C(F)(F)F)CC(c1ccco1)N2 (stereo not given)	-0.16
S=c1[nH]nc(Cc2ccccc2)n1C1CCCCC1	0.77
O=C1c2ccccc2C(=O)C1c1ccccn1	0.36
CCOC(=O)c1cnn(-c2nc(-c3ccccc3)cs2)c1C(F)(F)F	-0.89
CSc1n[nH]c(-c2cccc(Cl)c2)c1C#N	1.4
CCCOC(=O)C1=C(C)NC2=C(C(=O)CC(C)(C)C2)C1c1ccc(OC)cc1 (stereo not given)	1.8
CCCCc1c(O)c2cnn(-c3ccccc3)c2[nH]c1=O	0.71
CC1CCN(CCCCOc2ccccc2Br)CC1	0.76
Cn1ncc([N+](=O)[O-])c1C(=O)Nc1ccc2nc(NC(=O)C3CCCCC3)sc2c1	-0.55
COC(=O)C1=C(C)NC2=C(C(=O)CC(C)(C)C2)C1c1ccc(C)s1 (stereo not given)	0.13
Cc1cccc(C)c1OCc1nnc2c3cnn(Cc4ccccc4)c3ncn12	0.04
O=C(O)c1cc(-c2cccnc2)nc2ccccc12	-1.5
CCSc1nnc(NC(=O)c2ccncc2)s1	2
CCOC(=O)c1c(NC(=O)CSc2nnc3c(n2)[nH]c2ccccc23)sc2c1CCCC2	0.97
CC(=O)Nc1ccc2c(c1)CCC2=O	1.8
CCC1SC2=NC(C)=C(C(=O)OCc3ccccc3)C(c3ccccc3)N2C1=O (stereo not given)	-0.08
c1csc(-c2ccn3cnnc3n2)c1	-0.5

Some of the entries so far, in CSV form.
molecule,Dicer inh
Cn1c(SCC(=O)c2ccc(C#N)cc2)nnc1-c1ccc2ccccc2c1,-1.7
CC(C)CNC(=O)c1cc2n(n1)C(C(F)(F)F)CC(c1ccco1)N2 (stereo not given),-0.16
S=c1[nH]nc(Cc2ccccc2)n1C1CCCCC1,0.77
O=C1c2ccccc2C(=O)C1c1ccccn1,0.36
CCOC(=O)c1cnn(-c2nc(-c3ccccc3)cs2)c1C(F)(F)F,-0.89
CSc1n[nH]c(-c2cccc(Cl)c2)c1C#N,1.4
CCCOC(=O)C1=C(C)NC2=C(C(=O)CC(C)(C)C2)C1c1ccc(OC)cc1 (stereo not given),1.8
CCCCc1c(O)c2cnn(-c3ccccc3)c2[nH]c1=O,0.71
CC1CCN(CCCCOc2ccccc2Br)CC1,0.76
Cn1ncc([N+](=O)[O-])c1C(=O)Nc1ccc2nc(NC(=O)C3CCCCC3)sc2c1,-0.55
COC(=O)C1=C(C)NC2=C(C(=O)CC(C)(C)C2)C1c1ccc(C)s1 (stereo not given),0.13
Cc1cccc(C)c1OCc1nnc2c3cnn(Cc4ccccc4)c3ncn12,0.04
O=C(O)c1cc(-c2cccnc2)nc2ccccc12,-1.5
CCSc1nnc(NC(=O)c2ccncc2)s1,2
CCOC(=O)c1c(NC(=O)CSc2nnc3c(n2)[nH]c2ccccc23)sc2c1CCCC2,0.97
CC(=O)Nc1ccc2c(c1)CCC2=O,1.8
CCC1SC2=NC(C)=C(C(=O)OCc3ccccc3)C(c3ccccc3)N2C1=O (stereo not given),-0.08
c1csc(-c2ccn3cnnc3n2)c1,-0.5

The list continues:
SMILES	Dicer inh
CSCC(CSC)OC(=O)Nc1ccc(Cl)cc1	1.3
COc1ccc(NC(=O)c2ccc(-c3ccc(-c4noc(C)n4)cc3C)cc2)cc1N1CCN(C)CC1	0.16
COCc1[nH]c(=S)[nH]c(=O)c1Cc1c(F)cccc1Cl	0.53
OCCCCn1c(-c2ccccc2)nc2ccccc21	-0.69
COC(=O)C(Cc1ccc(Cl)cc1Cl)Sc1ccc(Cl)cc1 (stereo not given)	0.75
O=C(O)CCSc1nnc(-c2ccncc2)o1	-0.4
CC1CN(CCc2ccccc2)c2nc3c(c(=O)n(CC(=O)O)c(=O)n3C)n2C1 (stereo not given)	1.3
COc1ccc(-c2cc(C(F)(F)F)n3nc(C(N)=O)cc3n2)cc1OC	-0.73
O=C1c2oc3ccc(F)cc3c(=O)c2C(c2ccc(O)cc2)N1Cc1ccccc1 (stereo not given)	1.9
CC(C)(C)c1ccc(/C=C/C(=O)Nc2ccc3c(c2)OCCO3)cc1	0.23
CCCCOC(=O)Oc1ccc2c(=O)c(Oc3ccc(C)cc3)coc2c1	3.5*
Cc1cccc(C2C(C#N)=C3N=C(N)c4ccccc4N3C3=C2C(=O)CCC3)c1 (stereo not given)	0.93
Cn1c([N+](=O)[O-])cnc1COC(N)=O	0.43
OCc1cc(C(O)CNCCCCCCOCCCCc2ccccc2)ccc1O (stereo not given)	-0.64
Cc1ccc(CSC2NCC(C)N2)cc1C (stereo not given)	-1.9
O=C(Nc1ncc(Cc2ccc(F)cc2)s1)c1ccc(Br)cc1	4.1*
CCc1ccc(C(=O)CC2(O)C(=O)N(C(C)C)c3ccccc32)cc1 (stereo not given)	-0.88
CCN(CC)S(=O)(=O)c1cccc(-c2cn3ccc(C)cc3n2)c1	0.22
Nc1ncnc2nc(N3CCCC3)ncc12	0.16
COc1ccc(CN2CCC(N3CCCCC3)CC2)cc1Br	3.7*
CCCCSCc1nc2c(c(=O)[nH]1)C1(CCCC1)Cc1ccccc1-2	0.7
O=C(O)c1cc2cccc([N+](=O)[O-])c2[nH]1	132*
CC[n+]1c(/C=C/C=C/C=C/N(C(C)=O)c2ccccc2)sc2ccccc21	0.9
CCOC(=O)N1CCN(C(=O)N2c3ccccc3Sc3ccccc32)CC1	4.7*
CC(=O)Nc1ccc(S(=O)(=O)N(Cc2ccccc2)C(C)C)cc1	-0.23
CCCCOC(=O)n1c(=O)oc2cc(S(=O)(=O)Nc3ccc(C)cc3)ccc21	3.3*
O=[N+]([O-])c1cc(C(F)(F)F)ccc1S(=O)(=O)c1ccc(Cl)cc1	2
CC1(C)O[C@H]2O[C@H](C(O)CO)[C@H](O)[C@H]2O1 (stereo not given in full)	0.89
c1ccc2oc(-c3csc(-c4ccc(-c5ccno5)s4)n3)cc2c1	-0.56
Cn1c(Nc2ccc(Cl)cc2)cc(=O)n(C)c1=O	-2.8
CCC(NS(=O)(=O)c1ccccc1)C(=O)O (stereo not given)	0.71
COC(=O)C1=NNC(C(=O)c2ccco2)C1c1ccccc1 (stereo not given)	1.1
COc1ccc(OC)c(/C=N/NC(=S)NCCc2ccccc2)c1	0.3
Cc1ccc(S(=O)(=O)NC(C)(C)CO)cc1-c1nnc2c3ccccc3c(C)nn12	0.08
NC(=O)c1c(NC(=O)Cn2c(=O)sc3ccccc32)sc2c1CCCC2	-0.56
Cn1c(=O)c(Cc2ccccc2)c(O)c2ccccc21	0.2
O=C1CCCc2nc(N3CCCCC3)nc(Nc3ccccc3)c21	0.83
CC(C)(C)c1ccc(-c2cc(N)n[nH]2)cc1	-5.9
CCCCOC(=O)C1=C(C)NC2=C(C(=O)CCC2)C1c1ccc(O)c(OC)c1 (stereo not given)	-0.54
CCCc1nccn1S(=O)(=O)c1cc(F)ccc1OC	-0.53
Cc1cccc(C)c1NC(=S)N1CCCc2ccccc21	0.2
CCCCC(CC)C(=O)Nc1nc2ccc(S(C)(=O)=O)cc2s1 (stereo not given)	4.8*
O=C1CNC(=S)N1Cc1ccccc1Cl	-0.51
O=C1/C(=C/c2ccc(Cl)cc2)N=C(c2ccccc2)N1c1ccc(F)cc1	7.9*
COc1ccccc1N1C(=O)c2cccc3c(Cl)ccc(c23)C1=O	-1.1
CC(C)OCC(O)Cn1c(NCc2ccco2)nc2c1c(=O)[nH]c(=O)n2C (stereo not given)	3.9*
Cc1ccc(S(=O)(=O)CCSc2nccc(-c3cccs3)n2)cc1	-2.1
FC(F)(F)c1nnc(Nc2ccc(Cl)cc2)s1	7.3*
CCOC(=O)c1cc(CC)sc1NC(=O)CC1Sc2ccccc2NC1=O (stereo not given)	1.3
Cc1ccc(F)cc1NC(=O)N1CCN(c2cccc3nc(C(F)(F)F)ccc23)CC1	2

Additional records:
SMILES	Dicer inh
COC(=O)c1ccc(COCOCc2ccc(C(=O)OC)o2)o1	0.87
Cc1cc(C)c2c(N)c(C(=O)c3ccc(Cl)cc3)sc2n1	-1.8
COc1ccc2nc(SCC(=O)OC3CC4CCC3(C)C4(C)C)[nH]c2c1 (stereo not given)	-1.2
COc1c(Cl)cc(Cl)cc1-c1cn2ccccc2n1	-0.51
COc1cc(/C=C2\CCCCC2=O)cc(OC)c1OC	-2.7
CC1(C)CC(=O)C2=C(C1)Nc1ccccc1NC2c1ccccc1OCc1ccccc1 (stereo not given)	-1.1
O=C(N/N=C/c1ccc(Cl)c(Cl)c1)N/N=C/c1ccc(Cl)c(Cl)c1	-2.8
O=C(Nc1ccc(N2CCC(n3cccc3)CC2)cc1)c1ccccc1Cl	1.1
Oc1ccccc1C1=Nc2ccccc2N=C(C(F)(F)F)C1	2.6
CCc1cc(=O)[nH]c(-c2ccc(F)c(Cl)c2)n1	0.59
COc1cc(C2C(C(=O)OC(C)C)=C(C)NC3=C2C(=O)CC(c2ccccc2)C3)ccc1O (stereo not given)	2.8
CCCSc1nnc2c(n1)OC(C)N(C(C)=O)c1ccccc1-2 (stereo not given)	-0.69
O=C1NCCC/C1=N/Nc1ccccc1	0.24
Cc1ccc(-c2csc(NC3OC(=O)c4ccccc43)n2)cc1 (stereo not given)	-0.75
CN(NC(=O)c1ccc(Cl)s1)c1cnn(-c2cc(Cl)cc(Cl)c2)c(=O)c1Cl	-0.85
COC(=O)c1c(NS(=O)(=O)c2ccc(OC)c(OC)c2)sc2c1CCCC2	-0.23
CC(=O)n1c2ccc(Br)cc2c2cc(Br)ccc21	-0.39
CC12CN3CC(c4ccccc4)(CN(C1)C3c1ccc(OCc3ccccc3)cc1)C2=O (stereo not given)	1.1
O=C1c2cccc3cccc(c23)C(=O)N1c1cccc(Cl)c1	-1.3
Cc1ccc(C(=O)CSc2nnc(-c3ccccc3)o2)cc1	-0.6
O=C(O)c1ccc(N2C(=O)CCC2=O)cc1	4.8*
O=c1oc(-c2ccc(Cl)c(Cl)c2)nn1-c1ccc(C(F)(F)F)cn1	-0.73
O=C(c1csc(-c2ccc(Cl)cc2)c1)N1CCCCC1	0.78
CCOC(=O)c1c(C)oc2ccc(OCC(N)=O)cc12	3
O=[N+]([O-])c1cccc2cn[nH]c12	-0.78
CCOC(=O)c1sc(N2C(=O)c3oc4ccccc4c(=O)c3C2c2ccccc2)nc1C (stereo not given)	0.31
CC(=O)Nc1ccc(S(=O)(=O)Nc2ncccn2)cc1	-0.86
COc1ccc(C(C)=O)cc1CSc1nsc(SCc2cc(C(C)=O)ccc2OC)n1	-1.1
Cc1nc(Nc2ncc3c(n2)CC(c2ccc(F)cc2)CC3=O)nc2c(C)cccc12 (stereo not given)	0.98
CCc1c(-c2ccccc2)nc(N)c(C#N)c1-c1ccc(C)o1	0.61
Cc1cc(Cl)ccc1-n1nnnc1SCc1nc2ccccc2[nH]1	1.3
O=C1C2C(c3ccc(F)cc3)OC3(C(=O)c4ccccc4C3=O)C2C(=O)N1Cc1ccccc1 (stereo not given)	-0.27
O=[N+]([O-])c1ccc2c(c1)ncn2-c1ccccc1	1.7
Cc1cc2nc(SCC(=O)Nc3ccc4c(c3)OCO4)[nH]c2cc1C	2.3
c1ccc2c(c1)nc(NCc1ccc3c(c1)OCO3)n2CCN1CCOCC1	-0.44
CSC1=NCC(=O)N1CCc1c[nH]c2ccccc12	2.5
FC(F)(F)c1cccc(N/N=C/c2cc(-c3ccccc3)c(C(F)(F)F)s2)c1	2.4
CCOC(=O)C1=NN(c2ccc(OC)cc2)C2C(=O)N(c3ccccc3)C(=O)C12 (stereo not given)	4.7*

Compound activity from PubChem BioAssay.

The list is partial. The share of hits here may be higher or lower than overall.
